High-throughput results deposited in PubChem by Broad Institute.
PfHsp90 set2 – growth inhibition of yeast expressing Plasmodium Hsp90; S. cerevisiae expressing PfHsp90, BacTiter-Glo ATP, 48 h; yeast lacking PDR1 and PDR3 efflux regulators; 310,000 compounds, 0.32% hits; AID 504621; inhibition, % at 9.4 µM;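 active = every replicate shows inhibition above about 80%, whatever the replicate mean, limit read from the data; inconclusive = mean inhibition reaches the set limit but some replicate falls short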;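 note: 0% = DMSO neutral controls and 100% = 20 µM radicicol positive controls; yeast relying on Plasmodium falciparum Hsp90 in place of its own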
NSD2 inh – NSD2 (human) methyltransferase inhibition | O96028 | NSD2 peptide methylation, AlphaScreen, 120 min | inhibition, % at 12.5 µM | 310,000 compounds, 0.54% hits | AID 743445; in the data active = inhibition above about 50%
Target sequence (O96028 whole entry, looked up): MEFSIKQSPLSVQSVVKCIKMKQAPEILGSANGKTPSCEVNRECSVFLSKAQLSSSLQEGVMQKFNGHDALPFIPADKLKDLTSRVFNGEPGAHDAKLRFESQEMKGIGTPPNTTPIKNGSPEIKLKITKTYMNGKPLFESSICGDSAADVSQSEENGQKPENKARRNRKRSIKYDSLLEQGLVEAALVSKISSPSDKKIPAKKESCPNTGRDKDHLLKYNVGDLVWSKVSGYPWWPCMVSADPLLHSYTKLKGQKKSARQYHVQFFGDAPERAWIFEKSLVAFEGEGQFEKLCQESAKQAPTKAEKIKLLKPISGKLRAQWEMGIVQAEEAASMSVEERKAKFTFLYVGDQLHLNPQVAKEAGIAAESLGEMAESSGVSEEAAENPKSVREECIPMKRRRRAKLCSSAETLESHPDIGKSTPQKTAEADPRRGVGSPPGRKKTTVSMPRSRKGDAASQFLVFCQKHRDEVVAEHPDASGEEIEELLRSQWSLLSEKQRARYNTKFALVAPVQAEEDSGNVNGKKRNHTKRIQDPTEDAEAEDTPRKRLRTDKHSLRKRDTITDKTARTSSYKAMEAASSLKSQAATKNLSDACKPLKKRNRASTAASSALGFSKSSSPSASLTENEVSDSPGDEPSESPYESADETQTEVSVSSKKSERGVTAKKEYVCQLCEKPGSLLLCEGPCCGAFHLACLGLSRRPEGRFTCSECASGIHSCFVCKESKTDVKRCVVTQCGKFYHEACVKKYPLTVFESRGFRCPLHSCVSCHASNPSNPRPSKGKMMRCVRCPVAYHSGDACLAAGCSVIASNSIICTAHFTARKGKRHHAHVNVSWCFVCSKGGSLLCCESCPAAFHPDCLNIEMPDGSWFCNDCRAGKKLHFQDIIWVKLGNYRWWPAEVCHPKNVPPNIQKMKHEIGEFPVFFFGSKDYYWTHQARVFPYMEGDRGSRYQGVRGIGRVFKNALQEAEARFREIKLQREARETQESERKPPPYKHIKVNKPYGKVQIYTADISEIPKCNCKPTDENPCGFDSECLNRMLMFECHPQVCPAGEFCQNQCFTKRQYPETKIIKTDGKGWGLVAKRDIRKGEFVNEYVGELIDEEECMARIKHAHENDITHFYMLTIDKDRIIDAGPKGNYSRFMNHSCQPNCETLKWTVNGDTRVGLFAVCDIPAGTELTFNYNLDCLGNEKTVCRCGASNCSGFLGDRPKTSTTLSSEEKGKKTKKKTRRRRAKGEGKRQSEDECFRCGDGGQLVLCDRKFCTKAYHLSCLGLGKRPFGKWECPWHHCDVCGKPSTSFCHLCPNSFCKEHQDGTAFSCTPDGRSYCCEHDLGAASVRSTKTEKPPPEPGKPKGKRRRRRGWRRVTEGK
SR-BI DiI-HDL act – SR-BI HDL lipid transfer activation; CHO ldlA[mSR-BI] cells, DiI-HDL uptake fluorescence, 3 h; 100 = double the neutral-control signal; activation, % at 12.5 µM; 320,000 compounds, 0.096% hits; AID 504775;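 active = mean replicate activation of at least 60% and every replicate at or above 60%; inconclusive = mean or all-replicate condition met, but not both; inactive = mean below 60% and not all replicates reaching 60%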;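 note: 0% = median plate neutral-control signal and 100% = twice that signal; values of inactives mirror those of a sister screen read the other way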
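System: LDL receptor-deficient CHO ldlA cells overexpressing murine SR-BI | Timing: 3 h uptake period with compound, 37 °C | Medium: HEPES-buffered (25 mM, pH 7.4) F12 plus 0.5% BSA | Dosing: Single-point compound dose | Signal: Bottom-read fluorescence, 550/595 nm | Read-out: Retained DiI signal reflecting DiI-HDL uptake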
CAL PDZ FP-1 – inhibitors of human CAL PDZ peptide binding; Q9HD26; purified CAL PDZ, TMR-peptide fluorescence polarization, 1 h; inhibition, % at 20 µM; 330,000 compounds, 0.02% hits; AID 504414;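 active = highest replicate inhibition of at least 40%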;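 note: plate controls were DMSO neutral control wells for no effect and unlabeled competitor peptide control wells for full effect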
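System: tagged CAL PDZ domain. Schedule: 1 h room-temperature incubation prior to read. Signal: fluorescence polarization (mP). Measure: percent inhibition from loss of millipolarization.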
PvdQ inh – P. aeruginosa PvdQ acylase inhibition | 340,000 compounds, 0.063% hits | purified PvdQ acylase, fluorescence plate reader | inhibition, % at 10 µM; in the data active = inhibition above about 30%, passing the limit was not always enough; inconclusive = no clear call, values can overlap the other calls;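 note: 0% = vehicle neutral wells and 100% = reference inhibitor wells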
CAL PDZ FP-2 – CAL PDZ (human) peptide binding inhibition. purified CAL PDZ, TMR-peptide fluorescence polarization, 1 h. inhibition, % at 24.9 µM. 300,000 compounds, 0.92% hits. AID 602252;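 active = mean inhibition of at least 30% with at least half of replicates also reaching 30%; inconclusive = no clear call, values can overlap the other calls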;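 note: 0% = DMSO neutral control and 100% = excess unlabeled competitor peptide PRC23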
SR-BI DiI inh – mouse SR-BI HDL lipid transfer inhibition; Q61009; inhibition, % at 12.5 µM; ldlA[mSR-BI] CHO cells, DiI-HDL uptake fluorescence, 3 h; 320,000 compounds, 0.96% hits;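 active = mean replicate inhibition of at least 70% and a set share of replicates each scoring 70 or more; inconclusive = meets just one of the two criteria; inactive = fails both criteria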;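 note: 0% = median of neutral control wells and 100% = median of positive control wells; values of inactives mirror those of a sister screen read the other way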
dFosB activator – mouse delta FosB homodimer activation; P13346; purified delta FosB, TAMRA-CDK5 oligo fluorescence polarization; percent of positive-control signal above neutral wells; activation, % at 25 µM; 340,000 compounds, 0.99% hits;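 active = mean activation above about 17%, with every replicate also reaching it, limit read from the data, passing the limit was not always enough; inconclusive = only one of the two conditions met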;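 note: fluorescence polarization rise as delta FosB binds a TAMRA Cdk5 AP-1 oligo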
MITF act – MITF TRPM1 promoter activation in melanoma cells; activation, % at 12.5 µM; AID 588334; 300,000 compounds, 0.75% hits; SK-MEL-5 TRPM1-promoter luciferase, 24 h; % of positive control, neutral wells = 0;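 active = mean activation of at least 80% with every replicate also reaching 80%; inconclusive = mean reaches 80% but some replicate falls short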;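 note: 0% = neutral control wells and 100% = parthenolide positive control wells; values of inactives mirror those of a sister screen read the other way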
Rtt109 Vps75 – inhibitors of Candida albicans Rtt109/Vps75 histone acetyltransferase; Q5AAJ8; purified Rtt109/Vps75, ThioGlo CoA-SH fluorescence, 4 h; inhibition, % at 34.9 µM; 330,000 compounds, 0.16% hits;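 active = inhibition of at least 50% in every replicate; inconclusive = best replicate reaches 50% inhibition but some replicates fall short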
* hit, by the source's call; ? = inconclusive; . = no result given. This is a random part of the collection (roughly 4.3% active in at least one column).

SMILES,PfHsp90 set2,NSD2 inh,SR-BI DiI-HDL act,CAL PDZ FP-1,PvdQ inh,CAL PDZ FP-2,SR-BI DiI inh,dFosB activator,MITF act,Rtt109 Vps75
Cc1cc(C)c2c(c1)/C(=N/NC(=O)c1ccc(O)cc1)CCC2,-8,-1,1,0.3,-3,69*,-1,-18,8,1
CSc1ccc(NC(=O)CSc2nc3[nH]c(=O)cc(O)c3s2)cc1,-34,-2,-5,0.5,3,-21,5,-5,6,-3
COc1ccc(-c2cc3ccccc3[nH]2)cc1,1,.,-12,-0.7,5,2,12,-3,?,-6
CCn1c(=O)c(C(=O)CN(C)CC(=O)Nc2cccc(F)c2)c(N)n(Cc2ccccc2)c1=O,-3,0,12,-1.9,-8,-4,-12,2,-5,3
CC(C)OC(=O)CSc1nc2c(c(C3CC=CCC3)c1C#N)CCC2 (configuration not stated),-11,-2,-33,-2.2,7,-3,33,0,5,41
COc1ccc(C2(CN(C(C)=O)C(C)=O)CCCC2)cc1OC,15,2,18,-0.2,-18,-2,-18,2,-6,2
O=C(NC(=S)NCCO)c1cn(-c2ccccc2)nc1-c1ccccc1,-9,-4,26,-1.4,3,.,-26,-8,-6,4
COc1ccc(-c2nc(CSCC(=O)NCC3CCCO3)c(C)o2)cc1OC (configuration not stated),30,0,0,-0.7,-11,0,0,-6,.,-74
COc1ccc2[nH]c(=O)c(CN(C(C)=O)C3CCCCC3)cc2c1,15,.,17,0.4,6,-4,-17,-4,11,12
CC1=CC(C)(C)N2C(=O)C3(C(C#N)=C(N)OC4=C3C(=O)CC(C)(C)C4)c3c(C)c(C)cc1c32 (configuration not stated),2,-2,-6,0.4,-14,1,6,-5,-9,5
CS(=O)(=O)N(CC(=O)N1CCc2ccccc2C1)c1cccc(F)c1,-1,-1,10,0.4,-9,-1,-10,-3,2,2
O=C(c1ccc([N+](=O)[O-])cc1)N1CCOC12CCN(c1ncc(C(F)(F)F)cc1Cl)CC2,12,-1,3,0.0,-21,-1,-3,6,-20,6
CC1CCN(S(=O)(=O)c2ccc(C(=O)Nc3nnc(C4=COCCO4)o3)cc2)CC1,8,-2,-4,0.3,-14,.,4,-1,-9,-1
Cc1ccc(CN2CCN(C3CCOCC3)CC2CCO)cc1 (configuration not stated),13,7,-22,0.2,-3,-4,22,2,-5,-4
CCOc1ccc(/C=N/NS(=O)(=O)c2ccc(C)cc2)cc1OC,14,-3,13,-0.8,-12,-3,-13,-8,9,11
O=[N+]([O-])c1cccc(N(CC(O)CN2CCCC2)S(=O)(=O)c2ccccc2)c1 (configuration not stated),8,5,14,-2.0,-9,1,-14,8,1,-6
O=C(COC(=O)c1ccc([N+](=O)[O-])cc1)NC12CC3CC(CC(C3)C1)C2,-16,-1,-5,0.7,-9,20,5,-5,.,-1
COc1ccc(CNC(=O)c2ccc(Cn3nc(C)c([N+](=O)[O-])c3C)o2)cc1,-8,0,-15,-0.6,3,-3,15,-9,-25,12
CCCn1c2ccccc2c2cnn(CC(=O)NC3CCCCC3C)c(=O)c21 (configuration not stated),16,-3,-26,-1.7,-14,-1,26,-2,12,-2
CCNC(=O)CC1C(=O)N(c2ccc(OC)cc2)C(=S)N1CCc1ccncc1 (configuration not stated),.,.,6,0.2,-9,3,-6,-5,-7,0
N#CCCn1cc(/C=C(\C#N)c2nc3ccccc3s2)c(-c2ccc(F)cc2)n1,.,.,-57,-2.3,-8,-4,57,-8,.,-7
Cc1nc2cc(-c3ccsc3-n3c(C)ccc3C)[nH]n2c(=O)c1Cl,14,-1,-8,-1.7,-4,0,8,-15,-11,6
COc1ccc(Cl)cc1C(=O)NNC(=O)c1cccnc1,15,-1,-13,-0.2,4,-4,13,3,2,2
COCCC(=O)N1CCC(n2nccc2NC(=O)CCc2ccccc2)CC1,22,12,5,-1.2,6,-6,-5,8,7,-4
CSc1nc(-c2ccccc2)nc(C(Cl)Cl)n1,-20,-2,-5,-0.5,-11,.,5,-2,-87,3
COc1ccc(/C=C/C(=O)Nc2ccc3nc4n(c(=O)c3c2)CCCC4)cc1,17,0,-60,-7.0,-4,-3,60,2,-4,-15
O=C(COC(=O)c1cc(=O)[nH]c2ccccc12)NCc1ccc(F)cc1,-19,7,7,-0.9,-5,1,-7,-10,-9,1
CCC(c1nnnn1CCOC)N(Cc1ccc(C)cc1)Cc1cc2cc(OC)ccc2[nH]c1=O (configuration not stated),2,-3,31,-1.3,-17,-4,-31,-25,17,-10
CCOc1ccc(S(=O)(=O)NCCC(=O)NCc2cccnc2)cc1,.,-6,-6,-2.1,-14,-8,6,-7,4,-2
CCOc1ccc(-n2c(C)nc3c(cnn3-c3ccc(Cl)cc3)c2=O)cc1,-13,0,-19,-1.0,-15,.,19,-4,-13,-5
CCOc1ccc(NC(=O)CN(C)C(=O)c2cccc3ccccc23)cc1OCC,.,17,-78,-0.9,-7,-6,78*,-2,-15,11
CCCCn1c(SCC(=O)c2cc(OC)ccc2OC)nc2cc(S(N)(=O)=O)ccc21,-14,2,9,-3.7,-9,-1,-9,-7,-5,8
COc1ccccc1CNC(=O)C1CCCN(S(=O)(=O)c2cnc[nH]2)C1 (configuration not stated),6,.,7,-0.6,-8,.,-7,-1,-5,-14
COc1ccc(NC(=O)C2CCN(S(=O)(=O)c3ccc(OC)c(OC)c3)CC2)cc1,12,.,-6,0.3,9,-1,6,-4,7,12
Cc1cc(C)c(N(C(=O)c2csnn2)C(C(=O)NC(C)(C)C)c2ccncc2)c(C)c1 (configuration not stated),-52,-1,11,-6.0,-8,-4,-11,-2,2,-1
CCCc1nnc(NC(=O)CCC(=O)N2CCN(C3CCCC3)CC2)s1,27,-4,3,-1.3,-12,-4,-3,-5,12,3
CC(C)Oc1ccc(CCNC(=O)C2CCC(=O)N(Cc3cccc(F)c3)C2)cc1 (configuration not stated),3,-8,11,-3.5,-25,-2,-11,-4,19,-1
CCC1ON(c2ccccc2)C2c3nc4ccccc4n3CC12 (configuration not stated),3,.,-1,-0.8,2,0,-4,1,-3,20
Cc1ccc(NC(=O)C2C3CCC(O3)C2C(=O)O)cc1Cl (configuration not stated),6,-13,-17,.,-15,-1,17,-2,-5,0
Cc1ccc(N2CCN(C(=O)c3cccs3)CC2)cc1C,15,0,21,0.0,-1,.,-21,-5,19,14
COc1ccc(C(=O)CN2Cc3ccccc3C2=N)cc1,-1,0,-7,-0.5,-2,-3,7,-4,.,-6
CCc1ccc(OCC(=O)N/N=C/c2ccc(OS(=O)(=O)c3ccc(C)cc3)c(OC)c2)cc1,-2,-3,-54,-1.4,-2,-3,54,-4,-1,2
O=C(/C=C/c1ccccc1)N/C(=C\c1ccco1)C(=O)NCCO,-5,-1,13,-2.1,-9,-2,-13,-3,.,0
CCOC(=O)C=C(OC(=O)c1ccc(OC)cc1)c1ccccc1,-8,-2,-18,0.3,4,0,18,-10,-16,7
COc1cc(C(=O)Nc2ccc(S(=O)(=O)N3CCOCC3)cc2)c([N+](=O)[O-])cc1OC,32,-2,-1,0.5,1,-6,1,-9,-5,6
CCCNC(=O)c1n[nH]c2c1CC(C(C)(C)CC)CC2 (configuration not stated),7,.,-24,-0.6,-15,-4,24,-12,46,-5
COc1ccc(-c2ccc(/C=N/N3C(=O)C4C5C=CC(C6CC56)C4C3=O)o2)c([N+](=O)[O-])c1 (configuration not stated),-15,5,4,-2.3,-7,-1,-4,-2,-3,6
NC(=O)CSc1ncnc2c1nnn2Cc1ccc(F)cc1,2,27,-9,-1.3,-13,5,9,4,-6,-3
CCN(CC)c1ccc(C(=O)NNC(=O)CCl)cc1,.,1,.,-0.5,5,1,.,6,-5,4
O=C(NCCOC(=O)Nc1cccc2ccccc12)OCc1ccccc1,6,0,18,0.0,-12,-5,-18,-2,1,-6
Cc1ccc(S(=O)(=O)Nc2ccc(S(=O)(=O)NCC3CCCO3)cc2)cc1 (configuration not stated),18,-4,.,-0.8,-16,6,.,4,6,-8

Part of the list above in order of SMILES length, ascending:
SMILES,PfHsp90 set2,NSD2 inh,SR-BI DiI-HDL act,CAL PDZ FP-1,PvdQ inh,CAL PDZ FP-2,SR-BI DiI inh,dFosB activator,MITF act,Rtt109 Vps75
CCN(CC)c1ccc(C(=O)NNC(=O)CCl)cc1,.,1,.,-0.5,5,1,.,6,-5,4
NC(=O)CSc1ncnc2c1nnn2Cc1ccc(F)cc1,2,27,-9,-1.3,-13,5,9,4,-6,-3
Cc1ccc(N2CCN(C(=O)c3cccs3)CC2)cc1C,15,0,21,0.0,-1,.,-21,-5,19,14
CCC1ON(c2ccccc2)C2c3nc4ccccc4n3CC12 (configuration not stated),3,.,-1,-0.8,2,0,-4,1,-3,20
Cc1ccc(NC(=O)C2C3CCC(O3)C2C(=O)O)cc1Cl (configuration not stated),6,-13,-17,.,-15,-1,17,-2,-5,0
O=C(NCCOC(=O)Nc1cccc2ccccc12)OCc1ccccc1,6,0,18,0.0,-12,-5,-18,-2,1,-6
O=C(/C=C/c1ccccc1)N/C(=C\c1ccco1)C(=O)NCCO,-5,-1,13,-2.1,-9,-2,-13,-3,.,0
Cc1ccc(S(=O)(=O)Nc2ccc(S(=O)(=O)NCC3CCCO3)cc2)cc1 (configuration not stated),18,-4,.,-0.8,-16,6,.,4,6,-8
CCc1ccc(OCC(=O)N/N=C/c2ccc(OS(=O)(=O)c3ccc(C)cc3)c(OC)c2)cc1,-2,-3,-54,-1.4,-2,-3,54,-4,-1,2
COc1cc(C(=O)Nc2ccc(S(=O)(=O)N3CCOCC3)cc2)c([N+](=O)[O-])cc1OC,32,-2,-1,0.5,1,-6,1,-9,-5,6
COc1ccc(-c2ccc(/C=N/N3C(=O)C4C5C=CC(C6CC56)C4C3=O)o2)c([N+](=O)[O-])c1 (configuration not stated),-15,5,4,-2.3,-7,-1,-4,-2,-3,6
